Source: PubChem BioAssay (National Center for Advancing Translational Sciences (NCATS))
JMJD2A Tudor inh = blocks the human JMJD2A Tudor domain; O75164; AlphaScreen JMJD2A-Tudor / H3K4me3 peptide binding; Potency, µM (doses to about 114 µM), for inactives: top-dose activity change, negative = inhibition, actives largely listed as inhibitors; 390,000 tested, 4.4% active; AID 504339; further: on the % scale 0 is the no-effect control and ±100 the full control effect; nearly all actives have a fitted effect of over 50% in size
APE1 inh = blocks human APE1 abasic DNA cleavage. P27695. recombinant APE1, TAMRA/BHQ-2 abasic DNA cleavage fluorescence. Potency, µM (series often up to 65.8 µM), for the others: at the highest dose activity change, negative = inhibition, actives largely listed as inhibitors. 350,000 tested, 0.35% active;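 further: plate controls were vehicle for no effect and reference inhibitor for full effect; nearly all actives have a fitted effect of over 55% in size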
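Measures dequenching upon AP-site incision of a 5'-TAMRA/3'-BHQ-2 THF-containing duplex, 50 nM; human APE1 0.75 nM after 15 min room-temperature exposure to compound; kinetic three-point read at one-minute spacing.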
G9a block = G9a (human) methyltransferase inhibition. Q96KQ7. G9a H3K9 monomethylation, AlphaScreen, 2 h. Potency, µM (titrated, usually from 102 µM), for the others: at the highest dose activity, negative = inhibition, most hits filed as inhibitors. 350,000 tested, 8.8% active; further: on the % scale 0 is the no-effect control and ±100 the full control effect; nearly all actives have a fitted effect of over 75% in size
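Enzyme 20 nM + cpd, 15 min RT; add b-H3K9 pep 500 nM / SAM 20 uM; 2 h RT; anti-H3K9me1 Ab 0.5 ug/mL + SA donor / anti-rabbit acceptor beads 20 ug/mL each, 10 min; AlphaScreen read.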
POLH inh = inhibitors of human DNA polymerase eta. Q9Y253. recombinant Pol eta, fluorescent DNA replication assay. Potency, µM (highest dose often 114 µM), for inactives: at the highest dose activity change, negative = inhibition, most hits filed as inhibitors. 390,000 tested, 1.2% active; further: on the % scale 0 is the no-effect control and ±100 the full control effect
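Fluorescent replication assay: 50 nM final substrate added after a 15 min room-temperature compound preincubation with 10 nM enzyme. Signal taken at 0 min and again at 10 min.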
POLI inh = inhibitors of human DNA polymerase iota; Q9UNA4; Potency, µM (highest dose often 115 µM), for the others: at the highest dose activity, negative = inhibition, most hits filed as inhibitors; 390,000 tested, 1% active; Pol iota fluorescent replication assay, 10 min
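Pol iota at 10 nM preincubated 15 min with compounds at room temperature; reaction started with fluorescent substrate, 50 nM final. Fluorescence read kinetically at 0 and 10 min; buffer-only wells as negative control.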
POLB inh = inhibitors of human DNA polymerase beta; AID 485314; Pol beta primer extension/strand displacement, fluorescence kinetic; Potency, µM (series often up to 114 µM), without a hit: at the highest dose activity change, negative = inhibition, most hits filed as inhibitors; 340,000 tested, 1.3% active; P06746; further: on the % scale 0 is the no-effect control and ±100 the full control effect
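Human Pol beta at 10 nM; strand-displacement substrate 50 nM final. Compound exposure 15 min at room temperature before start, reaction 10 min at room temperature.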
BAZ2B inh = inhibitors of human BAZ2B bromodomain; AlphaScreen BAZ2B-H3K14Ac peptide displacement; Potency, µM (series often up to 114 µM), inactives show at the highest dose activity change, negative = inhibition, hits mostly inhibitors; 360,000 tested, 4.4% active; further: on the % scale 0 is the no-effect control and ±100 the full control effect; nearly all actives have a fitted effect of over 60% in size
Target sequence (Q9UIF8 whole entry, looked up): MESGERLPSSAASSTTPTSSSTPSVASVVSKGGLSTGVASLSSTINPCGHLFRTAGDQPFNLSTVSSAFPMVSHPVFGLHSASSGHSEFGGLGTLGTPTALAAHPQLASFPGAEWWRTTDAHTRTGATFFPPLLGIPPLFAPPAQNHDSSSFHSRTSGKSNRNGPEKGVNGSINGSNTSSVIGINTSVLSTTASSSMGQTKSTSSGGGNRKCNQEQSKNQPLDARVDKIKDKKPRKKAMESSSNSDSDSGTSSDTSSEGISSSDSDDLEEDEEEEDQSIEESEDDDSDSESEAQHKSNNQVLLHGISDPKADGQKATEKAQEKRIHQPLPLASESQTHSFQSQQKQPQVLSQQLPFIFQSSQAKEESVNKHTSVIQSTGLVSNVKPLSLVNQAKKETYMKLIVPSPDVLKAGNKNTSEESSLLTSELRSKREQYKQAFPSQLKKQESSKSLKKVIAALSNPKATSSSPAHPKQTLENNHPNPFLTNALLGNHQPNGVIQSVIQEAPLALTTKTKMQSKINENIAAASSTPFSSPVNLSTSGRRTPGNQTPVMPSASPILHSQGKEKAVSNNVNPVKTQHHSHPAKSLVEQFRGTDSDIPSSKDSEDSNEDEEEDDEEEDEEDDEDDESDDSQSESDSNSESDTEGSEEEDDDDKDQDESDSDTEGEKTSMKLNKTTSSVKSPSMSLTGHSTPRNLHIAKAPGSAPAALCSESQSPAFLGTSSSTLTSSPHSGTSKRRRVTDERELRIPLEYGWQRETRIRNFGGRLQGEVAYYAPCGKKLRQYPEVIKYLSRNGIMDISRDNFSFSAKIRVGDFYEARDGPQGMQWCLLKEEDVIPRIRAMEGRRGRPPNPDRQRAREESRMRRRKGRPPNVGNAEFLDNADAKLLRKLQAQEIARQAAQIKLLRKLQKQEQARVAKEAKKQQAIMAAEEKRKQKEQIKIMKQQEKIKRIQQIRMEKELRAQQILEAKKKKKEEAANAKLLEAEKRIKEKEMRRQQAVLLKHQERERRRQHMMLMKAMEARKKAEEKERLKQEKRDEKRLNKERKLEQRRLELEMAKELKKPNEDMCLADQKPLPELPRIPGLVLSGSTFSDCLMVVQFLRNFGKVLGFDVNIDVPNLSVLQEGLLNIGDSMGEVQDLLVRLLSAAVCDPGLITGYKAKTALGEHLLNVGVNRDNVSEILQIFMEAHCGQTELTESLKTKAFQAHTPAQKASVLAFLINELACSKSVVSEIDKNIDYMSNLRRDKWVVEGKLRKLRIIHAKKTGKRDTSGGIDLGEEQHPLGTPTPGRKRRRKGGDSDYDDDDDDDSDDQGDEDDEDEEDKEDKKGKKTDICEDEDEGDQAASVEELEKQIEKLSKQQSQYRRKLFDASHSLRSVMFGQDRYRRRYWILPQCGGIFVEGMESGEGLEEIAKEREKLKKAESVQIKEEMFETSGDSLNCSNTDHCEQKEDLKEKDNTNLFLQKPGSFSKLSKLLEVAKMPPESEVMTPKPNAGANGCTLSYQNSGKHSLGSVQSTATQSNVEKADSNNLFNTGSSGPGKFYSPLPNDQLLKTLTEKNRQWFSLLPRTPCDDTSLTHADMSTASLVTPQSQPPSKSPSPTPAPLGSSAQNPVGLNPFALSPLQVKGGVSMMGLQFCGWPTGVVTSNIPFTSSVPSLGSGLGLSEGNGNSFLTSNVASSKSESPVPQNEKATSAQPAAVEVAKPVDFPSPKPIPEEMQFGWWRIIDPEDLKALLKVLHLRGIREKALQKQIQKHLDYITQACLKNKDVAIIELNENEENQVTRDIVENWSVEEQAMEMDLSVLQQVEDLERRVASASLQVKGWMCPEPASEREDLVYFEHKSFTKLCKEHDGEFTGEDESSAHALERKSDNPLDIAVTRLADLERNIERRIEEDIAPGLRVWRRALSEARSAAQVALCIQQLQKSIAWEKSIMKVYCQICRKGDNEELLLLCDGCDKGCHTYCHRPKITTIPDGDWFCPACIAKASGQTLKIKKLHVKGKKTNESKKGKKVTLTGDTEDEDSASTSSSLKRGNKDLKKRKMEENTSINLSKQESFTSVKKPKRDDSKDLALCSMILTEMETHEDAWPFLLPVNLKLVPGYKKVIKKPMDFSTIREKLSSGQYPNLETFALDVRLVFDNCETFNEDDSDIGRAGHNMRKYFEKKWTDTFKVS
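Inhibition is scored as reduced AlphaScreen emission. The BAZ2B/b-H3(5-23)K14Ac complex (50 nM each) in PBS pH 7.4, 0.01% Tween-20 meets compound (up to 110 uM) for 30 min at RT before bead addition.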
BLM helicase inh = Bloom syndrome helicase (human) inhibition; recombinant BLM DNA unwinding, fluorescence dequenching; Potency, µM (doses to about 56.1 µM), without a hit: at the highest dose activity change, negative = inhibition, hits mostly inhibitors; 350,000 tested, 0.2% active; AID 2528;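 further: plate controls were vehicle for no effect and no enzyme for full effect; nearly all actives have a fitted effect of over 35% in size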
POLK inh = blocks human DNA polymerase kappa activity. Q9UBT6. 400,000 tested, 0.53% active. Potency, µM (titrated, usually from 107 µM), for the others: top-dose activity, negative = inhibition, most hits filed as inhibitors. purified Pol kappa, fluorescent DNA synthesis assay, 10 min; further: on the % scale 0 is the no-effect control and ±100 the full control effect
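Here, compound and 10 nM enzyme are combined for 15 min at room temperature; adding 50 nM substrate (final) starts DNA synthesis, tracked by fluorescence at 0 and 10 min against buffer-only wells.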
* marks the source's active call; other numbers are inactive results; ? = inconclusive; . = no result given; & = joins results of further samples; ! = not active in a repeat; [ ] = another dose, or the depositor's remark. The call rests on the fitted dose curve; in most records, active means well fitted curve in the direction sought with a large enough effect; inconclusive means small, poorly fitted or top-dose-only effect, or another doubt; inactive means no such curve, though single readings can be large; an effect the other way counts as inactive or inconclusive. Potency means the concentration at half of the fitted maximal effect. This is a subset; the hit share may differ from the screen's.

SMILES | JMJD2A Tudor inh | APE1 inh | G9a block | POLH inh | POLI inh | POLB inh | BAZ2B inh | BLM helicase inh | POLK inh
COc1ccc(OCC(=O)NCCNC(=O)c2cccnc2)cc1 | -15% | 33% | 1% | -1% | -4% | 7% | 3% | -2% | -10%
COc1cccc(C(c2sc3nc(C)nn3c2O)N2CCN(C(=O)c3ccco3)CC2)c1 (stereo not given) | -15% | -2% | ? | -10% | 12% | -3% | -2% | -1% | -9%
NC(=O)[C@H](Cc1cc2ccccc2s1)NC(=O)[C@@H]1CC2(CC(c3cccc(NC(=O)[C@@H]4CCC(=O)N4)c3)=NO2)CN1C(=O)c1ccccc1 (stereo not given in full) | -27% | -7% | -28%[59 µM] | -15% | -7% | -3% | -34% | 0% | 7%
O=C(O)CCCCN1C(=O)/C(=C\c2ccc(OCc3ccccc3)c(OCc3ccccc3)c2)SC1=S | 18µM* | ? | -22% | 20µM* | ? | 45µM* | 32µM* | -27% | ?
COc1ccc(OCc2cc(C(=O)NCc3cccc(C)n3)no2)c(Cl)c1 | -29% | 2% | ? | -17% | 23% | -2% | -17% | -5% | 0%
CC(OC(=O)c1ccc2ncsc2c1)C(=O)NCc1ccccc1 (stereo not given) | . | 1% | -12% | . | . | -13%[57.1 µM] | -4% | 3% | .
CCCc1cc(NCCCCO)n2c(nc3ccccc32)c1C#N | 12% | 12% | -30% | -19% | 18% | 10% | 5% | -3% | 4%
O=C(c1cccc(Cl)c1)N1CCC2CC1c1cc(N3CCOCC3)ccc12 (stereo not given) | -19% | . | . | -19% | 30%[activator] | . | . | . | -2%
COc1ccc(C(=O)Nc2ccccc2NC(=O)c2ccco2)c(OC)c1 | -12% | -5% | -31% | 2% | -10% | 84% | -17% | 0% | -4%
CC(C)Cn1c(=O)c(C(=O)NCc2ccc3c(c2)OCO3)c(O)c2ccccc21 | 34%[activator] | -11% | -10%[2.33 µM] | -23% | -21% | 7% | 11% | -8% | -5%
Cc1cc(C)c(NC(=O)c2cnn(C)c2)c(C)c1 | -25% | 5% | -6% | -14% | 35%[activator] | 3% | -3% | -8% | -13%
c1cnn(Cc2cnc(N3CCOCC3)s2)c1 | -20% | -4% | 30% | -12% | 40%[activator] | 1% | -17% | 1% | -24%
CCOc1ccccc1N(C)S(=O)(=O)c1ccc2[nH]cc(C(=O)N(CCOC)CCOC)c(=O)c2c1 | -2% | 17% | -3% | -4% | 6% | -6% | 0% | -4% | -3%
O=C(COC(=O)c1ccc([N+](=O)[O-])cc1Cl)NC(=O)c1ccccc1 | -8% | 5% | -29% | -8% | -16% | . | 10% | . | 2%
COc1cccc(CN2CC(C(=O)N(C)C3CCOCC3)CCC2=O)c1 (stereo not given) | 0% | 31% | 8% | -10% | -13% | 3% | 2% | 1% | 0%
Cc1cc(C(F)(F)F)nn1CC(=O)NNC(=S)Nc1ccc(F)cc1 | -10% | 2% | -10%[12.7 µM] | -1% | 26% | -7% | 1% | 1% | -2%
CC(=O)Nc1ccc(NC(=O)c2cc(=O)c3ccccc3o2)cc1 | -6%&1% | 18% | -11%[59 µM] | ? | 60%&8%[activator] | ? | -2%&-5% | -3%&-2% | -7%&12%
CC(C)c1ccccc1NC(=S)N(C)C | -3% | 1% | . | -6% | -4% | -2% | -1% | 1% | -2%
COc1ccccc1Nc1nc(-c2cccc(N3C(=O)c4ccccc4C3=O)c2)cs1 | -13% | 8% | 25µM* | -20% | -9% | 23% | -3% | 0% | 1%
O=C(CCCN1CCC(C(=O)c2ccc(F)cc2)CC1)c1ccc(F)cc1 | -19% | 9% | -2% | -8% | -6% | 13% | 4% | -10%&-7% | -13%

Structures listed so far that bear a hit mark in POLB inh.
SMILES | JMJD2A Tudor inh | APE1 inh | G9a block | POLH inh | POLI inh | POLB inh | BAZ2B inh | BLM helicase inh | POLK inh
O=C(O)CCCCN1C(=O)/C(=C\c2ccc(OCc3ccccc3)c(OCc3ccccc3)c2)SC1=S | 18µM* | ? | -22% | 20µM* | ? | 45µM* | 32µM* | -27% | ?

Sorted by the number under POLK inh (lowest first): 5 from the list above
SMILES | JMJD2A Tudor inh | APE1 inh | G9a block | POLH inh | POLI inh | POLB inh | BAZ2B inh | BLM helicase inh | POLK inh
c1cnn(Cc2cnc(N3CCOCC3)s2)c1 | -20% | -4% | 30% | -12% | 40%[activator] | 1% | -17% | 1% | -24%
COc1ccc(OCC(=O)NCCNC(=O)c2cccnc2)cc1 | -15% | 33% | 1% | -1% | -4% | 7% | 3% | -2% | -10%
COc1cccc(C(c2sc3nc(C)nn3c2O)N2CCN(C(=O)c3ccco3)CC2)c1 (stereo not given) | -15% | -2% | ? | -10% | 12% | -3% | -2% | -1% | -9%
COc1ccc(OCc2cc(C(=O)NCc3cccc(C)n3)no2)c(Cl)c1 | -29% | 2% | ? | -17% | 23% | -2% | -17% | -5% | 0%
NC(=O)[C@H](Cc1cc2ccccc2s1)NC(=O)[C@@H]1CC2(CC(c3cccc(NC(=O)[C@@H]4CCC(=O)N4)c3)=NO2)CN1C(=O)c1ccccc1 (stereo not given in full) | -27% | -7% | -28%[59 µM] | -15% | -7% | -3% | -34% | 0% | 7%

Continuation.
SMILES | JMJD2A Tudor inh | APE1 inh | G9a block | POLH inh | POLI inh | POLB inh | BAZ2B inh | BLM helicase inh | POLK inh
Cc1ccc(CSc2nc3ccsc3c(=O)n2Cc2ccccn2)cc1 | -21% | ? | 9%[59 µM] | -19% | 7% | 1% | -3% | -10% | -15%
CCOc1ccccc1N(C)C(=O)c1c2c(nc3ccccc13)C(=O)N(C1CCCCC1)C2 | -22% | . | 5%[59 µM] | -9% | 9% | 20% | -12% | 1% | -17%
O=C(NC(Nc1nc2ccc([N+](=O)[O-])cc2s1)(C(F)(F)F)C(F)(F)F)c1ccccc1 | ? | -2% | ? | -9% | 30% | -2% | -33% | -9% | -8%
CCc1ccc(-c2cc(C)no2)cc1S(=O)(=O)NCc1ccco1 | -26% | 13% | 71µM*! | ? | ? | 10%&9% | ? | -4%&-3% | -8%&-4%

Random excerpt: 3 entries already listed
SMILES | JMJD2A Tudor inh | APE1 inh | G9a block | POLH inh | POLI inh | POLB inh | BAZ2B inh | BLM helicase inh | POLK inh
CCc1ccc(-c2cc(C)no2)cc1S(=O)(=O)NCc1ccco1 | -26% | 13% | 71µM*! | ? | ? | 10%&9% | ? | -4%&-3% | -8%&-4%
Cc1ccc(CSc2nc3ccsc3c(=O)n2Cc2ccccn2)cc1 | -21% | ? | 9%[59 µM] | -19% | 7% | 1% | -3% | -10% | -15%
O=C(NC(Nc1nc2ccc([N+](=O)[O-])cc2s1)(C(F)(F)F)C(F)(F)F)c1ccccc1 | ? | -2% | ? | -9% | 30% | -2% | -33% | -9% | -8%
